CAL PDZ FP-1: inhibitors of human CAL PDZ peptide binding; purified CAL PDZ, TMR-peptide fluorescence polarization, 1 h; Q9HD26; inhibition, % at 24.9 µM; AID 602252; 300,000 compounds, 0.92% hits;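 active means mean inhibition of at least 30% with at least half of replicates also reaching 30%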;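 further: 0% = DMSO neutral control and 100% = excess unlabeled competitor peptide PRC23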
RTF Ca sens inh: cardiac RTF calcium desensitization | P19429+P45379 | IANBD-labeled cardiac RTF, Ca2+ fluorescence | inhibition, % at 7.15 µM | 340,000 compounds, 0.12% hits;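 active means inhibition above the mean inhibition of all tested compounds plus 3 SD, cut at about 17% in these data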;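 further: assay run at fixed EC70 calcium of 1.6 mM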
Keap1 Nrf2 FP: disrupts human Keap1 binding to Nrf2 peptide | Keap1 Kelch-Nrf2 peptide fluorescence polarization, 1536-well | inhibition, % at 9.4 µM | 340,000 compounds, 0.15% hits | AID 504523; in the data active means inhibition above about 12%;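 further: human Keap1 Kelch domain with fluorescein labeled Nrf2 9mer peptide probe; 0% = neutral control wells and 100% = peptide positive control; higher means more block of Keap1 binding to Nrf2 peptide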
Target sequence (Q14145 whole entry, looked up, the tested form may be a part): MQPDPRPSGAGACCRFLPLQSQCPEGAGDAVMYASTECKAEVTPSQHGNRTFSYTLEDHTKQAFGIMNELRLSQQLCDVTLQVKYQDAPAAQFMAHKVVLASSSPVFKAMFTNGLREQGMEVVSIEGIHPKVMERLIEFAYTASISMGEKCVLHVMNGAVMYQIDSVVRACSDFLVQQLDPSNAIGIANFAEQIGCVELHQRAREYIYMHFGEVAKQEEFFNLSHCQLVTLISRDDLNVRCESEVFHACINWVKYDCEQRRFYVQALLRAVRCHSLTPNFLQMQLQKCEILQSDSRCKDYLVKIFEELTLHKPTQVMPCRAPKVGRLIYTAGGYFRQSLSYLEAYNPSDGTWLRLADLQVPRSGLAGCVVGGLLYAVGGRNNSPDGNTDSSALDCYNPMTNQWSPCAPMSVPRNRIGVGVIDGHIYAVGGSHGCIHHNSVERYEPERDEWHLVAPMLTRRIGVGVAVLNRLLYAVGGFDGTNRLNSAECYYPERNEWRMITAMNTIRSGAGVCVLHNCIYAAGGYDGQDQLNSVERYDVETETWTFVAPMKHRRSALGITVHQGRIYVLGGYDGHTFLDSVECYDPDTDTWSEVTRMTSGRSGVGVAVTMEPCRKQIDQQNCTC
Pemphigus Ab inh: human desmoglein-3 autoantibody binding inhibition; DSG3-coupled beads, scFv-anti-DSG3-GFP binding, flow cytometry; hits give low values; binding (percent of control), % at 10 µM; 310,000 compounds, 0.48% hits; AID 588358;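 active means binding more than 3 SD below its plate's average and above zero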;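 further: hits lower antibody fragment binding to DSG3; some compounds called inactive have numbers as strong as hits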
C-LANA FP: KSHV C-LANA DNA binding inhibition | MBP-C-LANA/FAM-LBS DNA binding, fluorescence polarization | 340,000 compounds, 0.078% hits | inhibition, % at 9 µM;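 active means highest replicate inhibition at or above 60% at 9 µM, even if other replicates fall short; inactive means all replicates below 60% inhibition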;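 further: 0% = neutral control wells and 100% = 4 µM acridine orange control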
DAGLB inh: diacylglycerol lipase beta (human) inhibition; AID 504411; Q8NCG7; 340,000 compounds, 0.059% hits; inhibition, % at 5.17 µM; HEK293T DAGLB membrane lysate, EnzChek fluorogenic substrate; in the data active means inhibition above about 34%;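 further: 0% = enzyme with vehicle and 100% = wells lacking enzyme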
Arrestin-AP2 inh: blocks beta-arrestin peptide binding to AP2 adaptin; FITC-arrestin peptide / GST-AP2 beads, flow cytometry; AP2 beta2 appendage carries R879A mutation; inhibition, % at 10 µM; 340,000 compounds, 0.31% hits;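 active means inhibition above a set limit, near 3 SD of compounds lacking own fluorescence, cut at about 54% in these data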;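 further: plate controls were DMSO wells for no effect and 5 µM unlabelled arrestin peptide for full effect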
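Material – GST-tagged AP2 beta2-adaptin appendage (R879A) on 4 µm glutathione beads · Probe or stimulus – fluorescein-tagged arrestin peptide at 50 nM final · Timing – 12 min plus 1 h, RT · Detection – bead flow cytometry, FITC channel · Read-out basis – inhibition as reduced fluorescein signal on beads, percent · Medium – PBS plus Tween 20 (0.05%) and BSA (0.1%)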
NSD2 inh: inhibitors of human histone methyltransferase NSD2. O96028. NSD2 peptide methylation, AlphaScreen, 120 min. inhibition, % at 12.5 µM. 310,000 compounds, 0.54% hits; in the data active means inhibition above about 50%
V-ATPase pH: regulators of yeast V-ATPase proton transport; response, % at 10 µM; 350,000 compounds, 0.37% hits; S. cerevisiae, pHLuorin cytosolic pH fluorescence; in the data active means response mostly above about 7.3%, no sharp cut-off; inactive means mostly below about 5.4%; further: actives read high; inactives centre near 0; some compounds called inactive have numbers as strong as hits
CAL PDZ FP-2: inhibitors of human CAL PDZ peptide binding; purified CAL PDZ, TMR-peptide fluorescence polarization, 1 h; inhibition, % at 20 µM; 330,000 compounds, 0.02% hits; AID 504414;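 active means highest replicate inhibition of at least 40%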;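 further: plate controls were DMSO neutral control wells for no effect and unlabeled competitor peptide control wells for full effect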
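Control set: unlabelled peptide and DMSO controls / Material: purified CerCALP PDZ construct / Timing: 1 h incubation at room temperature before polarization reading / Doses: 20 µM, one dose / Detection: fluorescence polarization (mP)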
* = called active by the depositor; / = not tested or not shown. A portion of the library. The share of hits here may be higher or lower than overall.

Results follow in this order: Pemphigus Ab inh	RTF Ca sens inh	DAGLB inh	CAL PDZ FP-2	V-ATPase pH	Keap1 Nrf2 FP	NSD2 inh	CAL PDZ FP-1	C-LANA FP	Arrestin-AP2 inh
(1) Cc1ccc(OCc2ccc(C(=O)O)o2)cc1C
 : 96	-4	-7	-0.6	-3	1	2	-4	-0.1	6
(2) Cc1ccc(S(=O)(=O)N2CCN(C(=O)CCn3cncn3)CC2)cc1C
 : 117	-2	2	-2.6	0	-5	1	0	0.7	-10
(3) CN(C)S(=O)(=O)c1cccc(NC(=O)COC(=O)/C=C/c2ccc3c(c2)OCO3)c1
 : 119	-2	-4	-0.5	-1	-1	0	-8	-1.3	-8
(4) CCCC(=O)Nc1cc(-c2nn(C)c(=O)c3ccccc23)ccc1OC
 : 103	2	-1	-1.9	-7	-1	-1	-5	-0.9	11
(5) COc1cc2nc(C3CCC3)n(NC(=O)C(OC(C)=O)c3ccccc3)c(=O)c2cc1OC (configuration not stated)
 : 102	-2	3	0.4	-2	-3	0	/	-0.2	8
(6) Clc1ccc(CCNc2ncnc3c2nnn3Cc2ccccc2)cc1
 : 108	0	-3	0.6	-3	-2	-3	3	-0.4	10
(7) c1ccc(-c2nnc(SCc3nc4ccccc4[nH]3)o2)cc1
 : 99	-16	-9	-1.9	3	-3	0	-2	-2.9	9
(8) O=C(c1ncc[nH]1)c1ccco1
 : 101	-1	-4	-2.2	1	-7	-1	-3	0.2	-3
(9) COc1cccc(NS(=O)(=O)c2nc3nc(C)cc(C)n3n2)c1
 : 104	3	-2	0.9	-1	-2	/	/	0.3	16
(10) O=C(CC(CC(=O)c1ccc(Cl)cc1)c1ccccc1C(=O)O)c1ccc(Cl)cc1
 : 101	-13	8	-0.5	-2	-1	1	/	0.1	11
(11) O=S(=O)(NCCO)c1ccc2c(c1)Cc1cc(S(=O)(=O)NCCO)ccc1-2
 : 99	-4	0	-0.1	1	1	-2	-2	-1.9	5
(12) COc1ccc(-c2cc(C(=O)OCC(=O)N3CCCC3)c3ccccc3n2)cc1
 : 101	-7	-4	-2.7	0	0	-29	-5	-0.7	4
(13) O=C(COC(=O)c1cccs1)NC1CCCCC1
 : 93	-8	-2	0.4	3	-1	-3	/	0.4	4
(14) O=C(NC1CCCC1)C1CC(c2ccc(F)cc2)=NO1 (configuration not stated)
 : 111	-10	-1	-2.9	1	-3	-1	/	-0.9	-2
(15) O=C(Nc1ccc(Cl)c(C(F)(F)F)c1)NC1CC2CCCC(C1)N2C1CC1 (configuration not stated)
 : 102	-20	1	-2.9	2	-4	-1	-2	1.4	28
(16) CC(C)(C)c1ccc(C(=O)NNC(=S)NCC2CCCO2)cc1 (configuration not stated)
 : 97	-1	1	-0.4	2	-1	1	-1	-1.4	0
(17) Cc1ccc(C(=O)O)cc1S(=O)(=O)N1CCSCC1
 : 106	-5	3	0.1	-1	-6	-1	0	-1.0	3
(18) C#CCOCCOCCOCCNc1nc(N2CCN(C(=O)[C@H]([C@@H](C)O)n3cc(CCCCN)nn3)CC2)nc(N2CCN(C(=O)[C@H](CCCCN)n3cc(CCCC)nn3)CC2)n1
 : 102	-13	0	0.9	-6	1	/	1	1.9	32
(19) O=C(COc1ccc2c3c(c(=O)oc2c1)CCC3)NCc1cccnc1
 : /	-7	0	-0.4	-2	1	/	-3	2.9	4
(20) COc1ccccc1/C=N/NC(=O)c1cccc(NC(=O)c2ccccc2C)c1
 : /	-2	0	-2.3	-2	-1	-2	/	0.9	22
(21) COc1ccc(NCCC#N)cc1
 : 102	-2	-1	-0.8	1	-3	0	-3	-0.3	-1
(22) O=C(CCN1C(=O)C2C3C=CC(C3)C2C1=O)N1CCN(c2ccc(F)cc2)CC1 (configuration not stated)
 : 112	2	-1	-2.6	-1	-6	0	-1	-0.2	-2
(23) Cc1cc(OCC(=O)Nc2ccccn2)c2c(C)cc(=O)oc2c1
 : 96	-8	0	-2.6	-2	0	7	-4	2.8	-16
(24) CCn1c(SCC(=O)Nc2cccc(OC)c2)nnc1-c1ccc(Cl)cc1
 : 97	-8	0	-2.3	-3	5	-5	/	0.8	9
(25) CCOC(=O)C1(Cc2cccc(Cl)c2)CCCN(C(=O)c2ccco2)C1 (configuration not stated)
 : /	-2	-1	-0.3	-5	-3	-2	-3	0.8	17
(26) Cc1ccc(-c2nc(SCC(=O)Nc3cc(C)on3)c3c(=O)n(C)c(=O)n(C)c3n2)cc1
 : 107	-3	-2	-0.1	0	0	1	-5	-1.8	13
(27) CCOC(=O)CC(=O)CSc1nc(-c2ccccc2)cc(-c2ccccc2)c1C#N
 : 94	-2	-18	1.2	-2	-8	-3	0	2.6	2
(28) O=C(c1ccc(S(=O)(=O)Nc2ccc(F)cc2)cc1)N1CCN(C(=O)c2ccco2)CC1
 : 101	-12	-2	-2.4	-2	-4	1	2	0.1	-1
(29) O=C(N/N=C/c1cccs1)c1ccccn1
 : 96	8	3	-2.2	0	4	5	-10	-3.8	2
(30) O=C(Nc1ccc2c(c1)OCCO2)c1ccc2ccccc2n1
 : 126	-6	-12	-2.9	0	-1	-3	-2	-0.6	12
(31) COc1ccc(NC(=O)NNC(=O)c2cc3ccccc3cc2O)cc1
 : 107	-11	4	-1.7	-4	-19	-3	/	0.2	-2
(32) Cc1ccc(NC(=O)c2cc(-c3cccc(O)c3)on2)cc1C
 : 103	-7	-5	-0.1	-1	-3	/	7	-2.2	5
(33) CC(CCC(=O)Nc1nncs1)C(=O)O (configuration not stated)
 : 107	-11	1	-0.4	-4	5	/	/	-0.6	7
(34) CCC(CC)C(=O)Nc1cc(C(=O)NCCc2ccccc2)ccc1Cl
 : 84	-2	0	-1.0	/	1	/	-3	1.1	24
(35) Cc1cc(C)c(S(=O)(=O)Nc2nnc(C3CCCCC3)s2)c(C)c1
 : 100	-1	11	-3.1	-2	3	1	-3	2.4	5
(36) COc1ccccc1C(=O)N(CCC1CCCN1C)c1nc2ccccc2s1 (configuration not stated)
 : 127	-4	2	-4.4	6	-7	/	-6	-0.7	0
(37) CN(C)CCN=Cc1c(O)n(Cc2ccccc2)c(=O)c2ccccc12
 : 91	2	2	-0.8	-3	-9	16	-3	0.9	10
(38) Cc1cccc(NCc2ccc(O)c3ncccc23)c1C
 : 93	/	/	-1.0	-1	-2	2	0	0.2	8
(39) Cc1nonc1NC(=O)CSc1nc2ccccc2[nH]1
 : 112	-11	-3	-2.8	-2	-4	1	0	0.4	/
(40) N/C(=N\OC(=O)c1cccc(F)c1)c1ccccn1
 : 100	-2	0	-1.7	-2	-2	0	1	-0.9	5
(41) O=C(c1ccc(N2CCCCS2(=O)=O)cc1)N1CCN(c2ccc(N3CCOCC3)nn2)CC1
 : 101	-12	4	0.9	-1	-4	/	2	1.5	-4
(42) CN(C)Cc1c(C(=O)N/N=C/C=C/c2ccccc2)nnn1-c1nonc1N
 : 99	-3	0	-0.5	-1	-7	-6	-3	-0.2	-37
(43) CCCCNC(=O)COC(=O)c1ccccc1F
 : 99	-1	1	-0.9	0	1	7	-12	0.3	-9
(44) COc1ccc(SCc2noc(C(=O)NC(C)C)c2C(=O)O)cc1
 : 100	-20	3	0.6	-4	2	/	-1	-1.0	-1
(45) CCOC(=O)c1sc(=NC(=O)CCS(=O)(=O)c2ccccc2)n(C)c1C
 : 106	-15	0	-1.1	5	0	1	0	-0.9	-22
(46) Cc1nnc(Sc2c(N)n(C)c(=O)n(C)c2=O)s1
 : 95	-6	-1	-0.5	3	1	1	/	-0.1	7
(47) CC(=O)c1c(C(C)=O)c(C)n(C(c2ccccc2)c2ccccc2)c1C
 : 96	11	-1	-2.4	0	-6	/	0	0.8	10
(48) COC(=O)c1c(O)cc(C(C)(C)C)n(-c2ccc(F)cc2)c1=O
 : 99	16	-3	-1.6	-2	-5	9	/	-0.9	5
(49) O=C(CSc1ncccc1C(=O)O)NCCC1=CCCCC1
 : 102	-9	0	-2.2	2	-3	-5	/	0.7	-1
(50) CC(=O)Nc1ccc(NS(=O)(=O)c2ccc3c(c2)oc(=O)n3C)cc1
 : 100	-7	-1	0.2	-3	19*	-1	/	14	9
(51) O=C(Nc1c(-c2ccccc2)nc2ccccn12)c1cccs1
 : 112	-6	3	-0.8	-1	1	-2	-3	1.2	-2
(52) CCOC(=O)Cn1c(=NC(=O)C(C)(C)C)sc2cc([N+](=O)[O-])ccc21
 : 105	-6	-12	-0.3	3	-3	-3	-2	-0.4	9
(53) COc1ccc(CSc2nnnn2-c2ccc(C(N)=O)cc2)cc1[N+](=O)[O-]
 : 108	-2	-2	-0.6	-3	-7	23	-2	41	9
(54) NC(Cc1ccc2nonc2c1)C(=O)O (configuration not stated)
 : 106	-5	-4	-1.1	-1	1	0	1	-0.9	13
(55) COc1ccc(Nc2ncc(C(=O)O)c3ccccc23)cc1
 : 96	-9	0	-2.0	0	-1	0	/	-0.8	7
(56) O=[N+]([O-])c1ccc(C2Nc3cccc4cccc(c34)N2)cc1
 : 86	7	5	-0.2	4	-5	18	-4	0.2	7
(57) COc1ccc(C=CC(C)=NNC(=O)c2ccncc2)cc1
 : 101	1	1	0.3	-1	-6	-1	0	-0.4	-9
(58) CCOC(=O)[C@H]1[C@H]2COc3ccc(C)cc3[C@@H]2N2C(=O)[C@@H](CO)NC(=O)[C@@]12C
 : 104	12	-3	0.0	2	-3	/	-2	-1.7	28
